Source: PubChem
ALDH1A1 block = qHTS Assay for Inhibitors of Aldehyde Dehydrogenase 1 (ALDH1A1); Aldehyde dehydrogenase 1A1 (Homo sapiens), P00352; Purified ALDH1A1, NADH fluorescence, propionaldehyde substrate; Potency, µM (titrated, usually from 75.3 µM), without a hit: at the top dose activity, negative = inhibition, hits mostly inhibitors; hit rate 7.3% among 220,000; active = well fitted inhibition curve with a large enough effect, not every such curve was filed as active; inconclusive = small, poorly fitted or top-dose-only effect, or another doubt; inactive = no such curve, though single readings can be large or run the other way;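 note: plate controls were no enzyme wells and a reference inhibitor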
Target sequence (P00352 whole entry, looked up): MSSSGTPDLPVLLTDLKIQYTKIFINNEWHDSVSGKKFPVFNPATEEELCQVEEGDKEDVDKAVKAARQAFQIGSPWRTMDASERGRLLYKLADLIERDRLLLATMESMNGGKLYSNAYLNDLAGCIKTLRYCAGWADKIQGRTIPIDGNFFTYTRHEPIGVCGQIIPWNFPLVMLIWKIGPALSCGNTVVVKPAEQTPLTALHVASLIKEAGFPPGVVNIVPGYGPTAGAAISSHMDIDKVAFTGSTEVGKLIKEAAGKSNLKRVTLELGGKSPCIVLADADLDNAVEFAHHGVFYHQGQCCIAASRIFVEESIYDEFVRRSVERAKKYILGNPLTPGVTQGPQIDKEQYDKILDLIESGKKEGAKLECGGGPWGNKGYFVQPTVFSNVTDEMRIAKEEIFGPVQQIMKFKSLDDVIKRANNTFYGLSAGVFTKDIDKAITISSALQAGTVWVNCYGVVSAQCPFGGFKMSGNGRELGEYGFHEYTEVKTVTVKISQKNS
JMJD2E inh = qHTS Assay for Inhibitors of Human Jumonji Domain Containing 2E (JMJD2E). Lysine-specific demethylase 4E (Homo sapiens), B2RXH2. JMJD2E catalytic domain, FDH-coupled NADH fluorescence (FDH is formaldehyde dehydrogenase). Potency, µM (top dose mostly 57.1 µM), without a hit: at the highest dose activity change, negative = inhibition, most hits filed as inhibitors. hit rate 1.6% among 230,000; active = well fitted inhibition curve with a large enough effect, not every such curve was filed as active; inconclusive = small, poorly fitted or top-dose-only effect, or another doubt; inactive = no such curve, though single readings can be large or run the other way;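 note: 0% = wells with enzyme and -100% = buffer wells without enzyme; nearly all actives have a fitted effect of over 50% in size; many of its hits are not listed in these tables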
GAA glycogen = qHTS Assay for Inhibitors and Activators of Human alpha-Glucosidase Cleavage of Glycogen; hit rate 0.38% among 300,000; Potency, µM (top dose mostly 76.4 µM), for the others: at the top dose activity change, negative = inhibition, actives largely listed as inhibitors; recombinant GAA, glycogen substrate, Amplex Red glucose oxidase fluorescence;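 note: 0% = full enzyme reaction and -100% = no-enzyme basal signal; the screen sought inhibitors and activators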
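Recombinant human enzyme (4 nM); glycogen substrate; 37 C, 40 min, pH 5.0. Readout: coupled glucose oxidase/Amplex Red fluorescence.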
aGal spleen mod = qHTS Assay for Inhibitors and Activators of Human alpha-Galactosidase From Spleen Homogenate; Potency, µM (top dose mostly 80 µM), inactives show top-dose activity change, negative = inhibition, most hits filed as inhibitors; human spleen homogenate, 4MU-alpha-Gal fluorescence, 40 min; Alpha-galactosidase A (Homo sapiens), P06280; hit rate 0.008% among 240,000;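 note: 0% = enzyme with vehicle and -100% = no enzyme basal signal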
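Spleen homogenate 1 ug + cpd (titration) + 4-MU-alpha-D-galactopyranoside 1 mM; 37C 40 min; 50 mM citrate/phosphate pH 5.0, 0.01% Tween-20; stop pH 10; fluorescence 365/440; AC50 via Hill.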
SMN2 splice enh = qHTS Assay for Enhancers of SMN2 Splice Variant Expression. HEK293 SMN2-luciferase splicing reporter, luminescence, 30-36 h. Potency, µM (titrated, usually from 46.1 µM), inactives show at the top dose activity change, positive = activation, hits mostly activators. hit rate 2.8% among 210,000; note: % of control where 0% means no effect; nearly all actives have a fitted effect of over 55% in size
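HEK293 cells carry an SMN2 minigene-luciferase reporter in which exon 7 inclusion puts luciferase in frame. Cells were seeded at 2000 cells/well, attached for 10-12 hours, then exposed to compounds for 30-36 hours at 37C before ONE-Glo luminescence.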
GoLoco inh red = qHTS Assay for Inhibitors of RGS12 GoLoco Motif Activity (Red Fluorophore) | Guanine nucleotide-binding protein G(i) subunit alpha-1 (Homo sapiens), P63096 | Gai1:RGS12 GoLoco peptide FP, rhodamine, 10 min | Potency, µM (series often up to 61.6 µM), inactives show at the highest dose activity, negative = inhibition, actives largely listed as inhibitors | hit rate 0.44% among 230,000 | AID 880, 2007; active = well fitted inhibition curve with a large enough effect, not every such curve was filed as active; inactive = no such curve, though single readings can be large or run the other way; note: % is set by controls: 0 for no effect and ±100 for the full control effect; nearly all actives have a fitted effect of over 30% in size; many of its hits are not listed in these tables
Target sequence (P63096 whole entry, looked up): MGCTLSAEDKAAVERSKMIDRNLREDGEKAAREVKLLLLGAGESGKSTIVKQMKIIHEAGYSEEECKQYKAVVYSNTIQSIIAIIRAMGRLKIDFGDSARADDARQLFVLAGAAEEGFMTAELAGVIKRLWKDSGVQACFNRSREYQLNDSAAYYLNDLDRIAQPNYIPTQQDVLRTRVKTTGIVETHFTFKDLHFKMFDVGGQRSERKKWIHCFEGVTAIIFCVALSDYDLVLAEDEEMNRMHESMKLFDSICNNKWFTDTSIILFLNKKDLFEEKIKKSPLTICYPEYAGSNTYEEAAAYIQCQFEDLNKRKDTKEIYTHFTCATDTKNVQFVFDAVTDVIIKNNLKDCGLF
GAA spleen mod = qHTS Assay for Inhibitors and Activators of Human alpha-Glucosidase From Spleen Homogenate | Lysosomal alpha-glucosidase (Homo sapiens), P10253 | human spleen homogenate, 4-MU-alpha-glucoside fluorescence | Potency, µM (titrated, usually from 79.9 µM), for the others: top-dose activity change, negative = inhibition, actives largely listed as inhibitors | hit rate 0.006% among 240,000;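 note: 0% = enzyme with vehicle and -100% = no enzyme basal signal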
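Compounds were titrated against alpha-glucosidase in spleen homogenate at pH 5.0, with 1 mM 4-methylumbelliferyl substrate for 40 min at 37 C. Reactions were quenched with pH 10 NaOH/glycine and fluorescence measured.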
GAA inhib = qHTS Assay for Inhibitors of Human alpha-Glucosidase as a Potential Chaperone Treatment of Pompe Disease; Lysosomal alpha-glucosidase (Homo sapiens), P10253; purified human GAA, 4-MU-alpha-glucoside fluorescence; Potency, µM (top dose mostly 76.9 µM), without a hit: at the top dose activity change, negative = inhibition, actives largely listed as inhibitors; hit rate 0.005% among 200,000; AID 1466, 2008;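 note: plate controls were uninhibited enzyme wells for no effect and no-enzyme background for full effect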
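qHTS format, compound range up to 77 uM. Human lysosomal enzyme at 4 nM, 400 uM 4-MU glucoside substrate, pH 5.0, 20 min room temperature; fluorescence after alkaline stop gives activity normalized to controls.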
* marks the source's active call; other numbers are inactive results; u = inconclusive; x = not tested or not shown; [ ] = remark or other dose. Unless noted, calls come from the whole dose curve; as a rule, active = well fitted curve in the direction sought with a large enough effect; inconclusive = small, poorly fitted or top-dose-only effect, or another doubt; inactive = no such curve, though single readings can be large; an effect the other way counts as inactive or inconclusive. Potency is the fitted concentration of half-maximal effect. The list is partial; the hit share may differ from the screen's.

SMILES	ALDH1A1 block	JMJD2E inh	GAA glycogen	aGal spleen mod	SMN2 splice enh	GoLoco inh red	GAA spleen mod	GAA inhib
COc1ccc(CN2CSC(=S)N(Cc3ccc(OC)cc3)C2)cc1	u	3%	u	-5%	x	-12%	-8%	-3%
COc1ccc2[nH]cc(CCNc3ncncc3-c3cccnc3)c2c1	-5%	x	x	0%	x	0%	4%	x
C(=N\Nc1nc(N2CCOCC2)nc(N2CCOCC2)n1)/c1ccco1	12%	0%	-8%	2%	-12%	17%	7%	10%
O=[N+]([O-])c1cccc(-c2csc(Nc3ccccc3)n2)c1	u	1%	u	8%	x	12%	5%	1%
COC(=O)c1ccc(C2C(Oc3ccccc3)C(=O)N2CCc2ccc(OC)c(OC)c2)cc1 (stereo not given)	5%	-5%	6%	-5%	-4%	6%	-14%	-5%
Cn1cnnc1SCc1ccc(C(=O)N/N=C/c2cccs2)cc1	-3%	-6%	-8%	1%	u	3%	-2%	-6%
Cc1csc(NC(=O)CSc2nnc3ncccn23)n1	15%	-2%	14%	-15%	x	x	-6%	0%
Cc1cc(C)c(C#N)c(SCC(=O)c2cc(C)n(CCc3ccccc3)c2C)n1	u	u	9%	-4%	-39%	41%[activator]	-6%	-17%
O=C(NCc1ccco1)C1CCN(C(=O)c2cc3sccc3n2Cc2ccc(Cl)cc2)CC1	13µM*	-5%	-7%	7%	-62%[inhibitor]	12%	-2%	-3%
CCCCOC(=O)Nc1nnc(CCc2ccccc2)s1	-5%	-6%	-4%	3%	-22%	5%	1%	u
CCOC(=O)Cc1nnc(NC(=O)c2cccc(OCC)c2)s1	7%	2%	-3%	-4%	28%	10%	-6%	-2%
CC(=O)N1CCN(C(C)=O)C1c1ccccc1	-8%	5%	1%	1%	x	13%	4%	-4%
O=C(NCC1CCCO1)C1CCCN(Cc2cnn(-c3ccccc3)c2-n2cccc2)C1 (stereo not given)	6%	-1%	1%	-2%	-15%	8%	-14%	-1%
COc1cc([N+](=O)[O-])cc2cc(C(=O)NC(C)(C)C)c(=O)oc12	u	-3%	17%	-8%	10%	-4%	-15%	-2%
CNC(=O)CSc1nc2c(c(=O)n(C)c(=O)n2C)n1Cc1ccc(C)cc1	-4%	9%	-9%	-2%	17%	7%	2%	-3%
Cc1cccc(C)c1-n1c(SCC(=O)Nc2ccc(C(=O)O)cc2)nnc1-c1cccc(S(=O)(=O)N(C)C)c1	-4%	1%	-20%	6%	9%	6%	3%	-12%
Cc1cccc(C)c1OCc1nnc(SCC(=O)Nc2nccs2)n1-c1ccccc1	8%	1%	2%	-21%	-7%	0%	-4%	5%
COc1ccc(-c2nn(-c3ccccc3)cc2/C=N/NS(=O)(=O)c2ccccc2)cc1	0%	5%	-6%	-25%	20%	-3%	-25%	-12%
O=C(NC(=S)Nc1ccc(S(=O)(=O)N2CCCCCC2)cc1)c1cccs1	13µM*	-4%	4%	-10%	-16%	-9%	-9%	-4%
CC(NC(=O)Cn1c(NCCO)nc2ccccc21)c1ccccc1 (stereo not given)	11%	-9%	9%	2%	7%	5%	-4%	1%
CN(C)c1cc[n+](CC(=O)c2ccc(OC(F)F)cc2)cc1	x	-4%	-8%	-4%	x	-21%	-12%	x
COc1ccnc(N=CNOCc2cccc(Cl)c2Cl)c1C#N	8%	-7%	3%	3%	-14%	1%	-2%	-1%
COc1ccc(N(CC(=O)N2CCC(C)CC2)S(=O)(=O)c2c(C)nn(C)c2C)cc1	u	1%	-7%	3%	-5%	-1%	-13%	-1%[15.4 µM]
O=C(Nc1ccc(S(=O)(=O)N2CCCC2)cc1Cl)C1=COCCO1	-9%	-1%	-1%	-9%	-17%	6%	-1%	-11%
Cc1ccc(-c2cc(C(=O)N/N=C/c3c[nH]c4ccccc34)[nH]n2)cc1	u	u	-12%	0%	-6%	9%	2%	-8%
Cc1ccc(SCCC(=O)Nc2ccc(Br)c(C)c2)cc1	-3%	-5%	-10%	0%	3%	-6%	-14%	-9%
CCOC(=O)N/N=C(C)/C=C/c1ccccc1	1%	7%	12%	1%	18%	-13%	-6%	-7%
O=C(NC1(C(F)(F)F)NC(=O)N(Cc2cccnc2)C1=O)c1ccc(F)cc1 (stereo not given)	28%	-8%	10%	-4%	1%	9%	-4%	-10%
COC(=O)c1nn(-c2ccccc2)c(Sc2ccc(OC)cc2)c1/C=N/O	u	u	-3%	-5%	x	x	-5%	u
Cc1ccc2c(C)cc(=S)[nH]c2c1	-11%	0%	-9%	0%	-6%	6%	x	-8%
COC(=O)c1ccc(COC(=O)c2ccc(N(C)C)cc2)cc1	25µM*	u	-3%	1%	7.1µM*	14%	-1%	u
CCCCNc1nc(C)c(C(C)=O)cc1C#N	6%	-8%	19%	-4%	3%	-2%	-14%	0%
Cc1noc(C)c1S(=O)(=O)N1CCC(C(=O)N2CCN(C3CCCC3)CC2)CC1	u	3%	-10%	0%	12%	-3%	-3%	0%
CC(=O)c1ccc(OCC(=O)Nc2ccc3nc(C)sc3c2)cc1	-3%	13%	5%	-1%	5%	14%	-4%	2%
CC(O)[C@H]1CNC(=O)C(=O)N1CC1CCCCC1 (stereo not given in full)	x	3%	8%	3%	x	-8%	3%	x
COc1cccc(C(=O)C2CCCN(Cc3cn(CC(N)=O)c4ccccc34)C2)c1 (stereo not given)	-13%	-24%	-3%	8%	x	3%	-3%	-10%
C=CCOc1c(Br)cc(CNn2cn[nH]c2=S)cc1OC	8%	-22%	-17%	8%	13%	6%	3%	1%
C=CCC1NCCc2c(Br)cccc21 (stereo not given)	-8%	9%	15%	4%	12%	1%	-5%	-1%
COc1ccc(NC(=O)CSc2nnc(-c3ccccc3)n2Cc2ccco2)c(OC)c1	u	2%	-14%	0%	-8%	-15%	-1%	-7%
COc1ccc(NC(=O)CN2C(=O)C(C)Oc3ccccc32)cc1 (stereo not given)	3%	5%	-2%	-8%	2%	-5%	-4%	-5%
COc1ccc(C(=O)OC(C(=O)c2ccccc2)c2ccccc2)cc1 (stereo not given)	-15%	3%	-8%	1%	-15%	3%	-1%	-4%
Cc1ccc(S(=O)(=O)n2cnc3cc([N+](=O)[O-])ccc32)cc1C	4%	-3%	-6%	7%	3%	17%	-2%	-8%
Cc1ccc(S(=O)(=O)/N=S(\C)C(C)C)cc1 (stereo not given)	13%	5%	-2%	10%	21%	-12%	0%	1%
CCCCN1CCc2c1nc1ccc(Br)cc1c2N	u	u	12%	7%	-9%	4%	0%	0%
N#CCCN(CCC#N)c1nncs1	3%	6%	8%	12%	25%	7%	5%	9%
Cc1cccc(C(=O)NC2C(=O)NNC2c2ccc(Cl)cc2)c1 (stereo not given)	-6%	u	u	1%	-18%	-1%	2%	0%
Oc1ccc(Br)cc1-c1cc(-c2ccc(Cl)cc2)n[nH]1	8%	-1%	-2%	-6%	u	-3%	-7%	-11%
CCC(=O)Nc1ccc(N2CCCCC2)c(C(=O)Nc2ccccc2C)c1	u	-29%	-19%	9%	26%	-16%	2%	3%
Cc1ccc(-c2csc3nc4cc(C(=O)NC5CCC(O)CC5)ccc4c(=O)n23)cc1 (stereo not given)	x	u	3%	2%	x	-8%	0%	x
O=S(=O)(NC1=NCCCCC1)c1ccccc1Cl	x	7%	5%	12%	x	6%	7%	x
Cc1ccc(N=C2NC(=O)/C(=C/c3cccn3C)S2)c(C)c1	11%	-18%	1%	6%	x	6%	-3%	-14%[15.4 µM]
Nc1cc2ccncc2c2ccccc12	x	u	2%	14%	x	8%	9%	x
O=C(O)c1ccc2c(c1)C(=O)N(C(Cc1ccccc1)C(=O)O)C2=O (stereo not given)	-1%	1%	-1%	0%	-4%	3%	-4%	-11%

No new results follow: an excerpt of the list.
SMILES	ALDH1A1 block	JMJD2E inh	GAA glycogen	aGal spleen mod	SMN2 splice enh	GoLoco inh red	GAA spleen mod	GAA inhib
COc1ccc(C(=O)OC(C(=O)c2ccccc2)c2ccccc2)cc1 (stereo not given)	-15%	3%	-8%	1%	-15%	3%	-1%	-4%
Cc1ccc(S(=O)(=O)n2cnc3cc([N+](=O)[O-])ccc32)cc1C	4%	-3%	-6%	7%	3%	17%	-2%	-8%
Cc1ccc(S(=O)(=O)/N=S(\C)C(C)C)cc1 (stereo not given)	13%	5%	-2%	10%	21%	-12%	0%	1%
CCCCN1CCc2c1nc1ccc(Br)cc1c2N	u	u	12%	7%	-9%	4%	0%	0%
N#CCCN(CCC#N)c1nncs1	3%	6%	8%	12%	25%	7%	5%	9%
Cc1cccc(C(=O)NC2C(=O)NNC2c2ccc(Cl)cc2)c1 (stereo not given)	-6%	u	u	1%	-18%	-1%	2%	0%
Oc1ccc(Br)cc1-c1cc(-c2ccc(Cl)cc2)n[nH]1	8%	-1%	-2%	-6%	u	-3%	-7%	-11%
CCC(=O)Nc1ccc(N2CCCCC2)c(C(=O)Nc2ccccc2C)c1	u	-29%	-19%	9%	26%	-16%	2%	3%
Cc1ccc(-c2csc3nc4cc(C(=O)NC5CCC(O)CC5)ccc4c(=O)n23)cc1 (stereo not given)	x	u	3%	2%	x	-8%	0%	x
